Pf Dd2 growth: blocks in vitro growth of P. falciparum Dd2; P. falciparum Dd2 growth, SYBR Green, 72 h; Potency, µM (highest dose often 28.9 µM), without a hit: at the highest dose activity, negative = inhibition, most hits filed as inhibitors; 4.3% of 120,000 active; active = well fitted inhibition curve with a large enough effect; inconclusive = small, poorly fitted or top-dose-only effect; inactive = no such curve, though single readings can be large or run the other way;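 also: plate controls were DMSO vehicle for no effect and reference drug for full effect; nearly all actives have a fitted effect of over 65% in size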
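Readout: SYBR Green fluorescence, 485 nm excitation, 535 nm emission, after ~16 h lysis at 37C. Before that, Dd2-infected red cells (2.5% hematocrit) grew 72 h with compound, 29 uM top final concentration.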
* marks the source's active call; other numbers are inactive results; i = inactive; ? = inconclusive; [ ] = remark or other dose. Potency is read from the fitted curve at half-maximal effect. The list is partial (hit frequency here may not be typical).

SMILES | Pf Dd2 growth
CC[C@H]1CN(C(=O)Nc2cccc(C(F)(F)F)c2)CC[C@H]1CC(=O)N1CCOCC1 | 8%[44.1 µM]
O=C1CC2(CCN(Cc3ccccn3)C2)Nc2ccccc2N1 (stereo not given) | -18%
COCCOC1CN(C2CCN(C(=O)c3ccc(OC)cc3)CC2)C12CCCCC2 (stereo not given) | -28%
Nc1nc2c(c(=O)[nH]1)CCN(C(=O)CC(c1ccccc1)c1ccco1)C2 (stereo not given) | -3%
CN(C(=O)Nc1ccc(Cl)cc1)C1CCc2ccccc21 (stereo not given) | ?
CCCCC1C(=O)N(C)CCN1c1nc2c(s1)c(C)nn2C (stereo not given) | -10%
O=C(NCCC1CCN(C(=O)Nc2ccc(F)cc2)CC1)c1ccccc1F | -29%
O=C(NCCOc1ccccc1)c1cc(COc2ccccc2)[nH]n1 | -6%
Cc1cc2cc(-c3c(C)noc3C)nc(Nc3ccn(C)n3)c2o1 | ?
COc1ccccc1NC(c1ccc(Cl)cc1)c1nnc(-c2cccc(F)c2)o1 (stereo not given) | ?
Cn1nc(C(=O)N2C[C@@H](Oc3cccnc3)C[C@H]2C(=O)N2CCOCC2)c2ccccc21 | 14%
O=C(C1CC(=O)N(C2CCCC2)C1)N1CCN(c2ccc(Cl)cn2)CC1 (stereo not given) | 12%
Cc1ccc(C(=O)c2cn(Cc3ccccc3)c3nc(C)ccc3c2=O)cc1 | ?
COc1ccccc1Oc1ncccc1CNC(=O)Nc1cccc(C#N)c1 | ?
O=C(NCCc1ccccn1)c1cccnc1OC1CCNCC1 | -11%

The list goes on; it opens with the two that closed the last part.
SMILES | Pf Dd2 growth
COc1ccccc1Oc1ncccc1CNC(=O)Nc1cccc(C#N)c1 | ?
O=C(NCCc1ccccn1)c1cccnc1OC1CCNCC1 | -11%
Cc1noc([C@H]2CCN(S(C)(=O)=O)C[C@H]2NC(=O)C2CC2)n1 | i[5.79 µM]
CC(C)c1nc2c(c(-c3ccc(O)cc3)n1)CN(Cc1ccsc1)CC2 | ?
Cc1ccc(N2C(=O)NC(NS(=O)(=O)c3ccc(Cl)cc3)(C(F)(F)F)C2=O)cc1C (stereo not given) | -12%
COc1ccccc1CNC(=O)c1c(C)oc2ccn(Cc3cccc(F)c3)c(=O)c12 | -10%
COc1ccc(C(=O)N2CCC(c3n[nH]c(=O)n3-c3ccccc3)CC2)cc1 | -19%
CCOc1ccccc1NC(=O)Cn1c(=O)n(-c2ccccc2)c(=O)c2c1c1cc(C)ccc1n2C | 3%
COc1cccc(CNC(=O)CCc2nc(-c3ccc(C)cc3)no2)c1 | 7%
O=[S+]1([O-])NCC2(CCN(Cc3cccnc3)CC2)Nc2ccccc21 | 28%
COC(=O)c1scc(-c2ccc(C)cc2)c1S(=O)(=O)N1CCN(c2cccc(Cl)c2)CC1 | ?
O=C(N[C@@H]1COCC[C@@H]1OCC1CC1)c1ccc2c(c1)CCCO2 | -8%
COc1ccc(-c2[nH]c(-c3ccccc3)nc2SCC(=O)NC2CCCC2)cc1 | 38%[activator][5.79 µM]
O=C1Nc2ccccc2OCC12CCN(Cc1cccs1)CC2 | ?
CCCN1C(=O)Cc2cc(C(=O)NCc3ccc(Cl)cc3)ccc21 | ?
COc1ccc(NC(=O)CCCS(=O)(=O)c2nc(-c3ccccc3OC)cc(C(F)(F)F)n2)c(OC)c1 | 64%[activator]
O=C(c1ccc(C(F)(F)F)cc1)N1CCCC2(C1)C(=NC1CCCCC1)NC(=O)N2c1cc(F)cc(F)c1 (stereo not given) | 41%[activator]

Retrieved one by one from above:
SMILES | Pf Dd2 growth
CCCN1C(=O)Cc2cc(C(=O)NCc3ccc(Cl)cc3)ccc21 | ?
CC[C@H]1CN(C(=O)Nc2cccc(C(F)(F)F)c2)CC[C@H]1CC(=O)N1CCOCC1 | 8%[44.1 µM]
O=C(NCCOc1ccccc1)c1cc(COc2ccccc2)[nH]n1 | -6%
Nc1nc2c(c(=O)[nH]1)CCN(C(=O)CC(c1ccccc1)c1ccco1)C2 (stereo not given) | -3%

(further entries)
SMILES | Pf Dd2 growth
OCc1ccc(CN2C[C@H](O)C[C@H]2c2nc(-c3ccccc3)no2)o1 | ?
CCOc1ccc(NC(=O)CSC2=Nc3ccccc3C3=NC(CC(=O)NCc4cccs4)C(=O)N23)cc1 (stereo not given) | ?
Cn1cc(CC(=O)N2CCCc3ncc(C(=O)NCCOc4ccccc4)cc32)c2ccccc21 | i
Cc1cccc(CCNC(=O)c2sc3nc4n(c(=O)c3c2C)CCCC4)c1 | ?
CCc1ccc(C2=CC(c3cccc(OC)c3OC)n3c(nc4ccccc43)N2)cc1 (stereo not given) | 8.9µM*
COCCCNC(=O)C(NC(=O)c1ccc(OC)cc1)C1CCN(C(=O)c2cccc(OC)c2)CC1 (stereo not given) | ?
COCCNc1cc(-c2ccc(F)cc2)nc2c(C)noc12 | 40%[activator][44.1 µM]
COc1ccc(CNC(=O)c2ccc3c(c2)N(Cc2ccccc2)CCS3)cc1 | -6%
Cc1cccc(NC(=O)C2CCCN(S(=O)(=O)c3cccc4nonc34)C2)c1 (stereo not given) | 42%[activator]
COCc1nc(C2CCCN(C(=O)c3ccncc3)C2)no1 (stereo not given) | 12%
O=C(Cn1ccn(-c2cccc(Cl)c2)c(=O)c1=O)c1ccc(F)cc1 | -1%
Cc1ccc2nc(NCc3ccccc3Cl)c3nnnn3c2c1 | 32%[activator][5.79 µM]
COc1ccc(OCC(=O)N2CCN(CCc3ccccn3)CC2)cc1 | 80%[activator]
Cc1nccc(N2CCC(COc3ccc4c(cnn4CC[S+](C)(=O)[O-])c3)CC2)n1 | ?
O=C(c1cccc(Cl)c1)n1nc(-c2ccco2)nc1NCc1cccs1 | 22%
CC(=O)Nc1ccc(NC(=O)CN2C(=O)NC3(CCC(C)CC3)C2=O)cc1 (stereo not given) | -3%
C[C@@H](NC(=O)Cc1ccccc1)c1onc(-c2ccc(Cl)cc2)c1C(=O)O | -8%[44.1 µM]
COc1ccc(S(=O)(=O)N2CCc3c(C(=O)NCCc4cccs4)cccc32)cc1 | ?
Cc1cccc(OCC(=O)N(Cc2ccc(C(C)(C)C)cc2)Cc2ccco2)c1 | 11µM*
O=C(c1nc2ccccc2[nH]1)N1CCc2c(n(Cc3cccnc3)n(-c3ccccc3)c2=O)C1 | i
O=C1N2CCCC2CN1C1CCN(Cc2ccc(C(F)(F)F)cc2)CC1 (stereo not given) | -20%
O=C(O)c1ccc(C2Nc3ccccc3-c3nnc(SCc4ccc(Cl)cc4)nc3O2)cc1 (stereo not given) | 36%[activator]
COc1ccc(Cl)cc1S(=O)(=O)N1CCCC(Cn2cnc3cccnc32)C1 (stereo not given) | i
CCC(=O)N1CCc2cc(CNC(=O)Cc3ccc(F)cc3)ccc21 | 76%[activator]
CCn1cc(C(=O)NCCc2ccc(C)cc2)c(=O)c2cc(S(=O)(=O)N3CCc4ccccc4C3)ccc21 | i
Cc1cc(S(=O)(=O)N2CCC(CC(=O)NCc3ccccc3)C2)ccc1F (stereo not given) | -10%
Cc1ccccc1CN1C(=O)c2ccccc2Sc2ccc(C(=O)NCc3cccs3)cc21 | ?
CN(CCCNC1CCC2(CCNCC2)CC1)c1ccccc1 | ?
O=[S+]1([O-])NC2(CCN(CC3CCOCC3)C2)COc2ccncc21 (stereo not given) | 14%
Cc1noc(-c2ccc(N(C)Cc3ccccc3)c([N+](=O)[O-])c2)n1 | 10%

7 neighbouring records already listed, for reference:
SMILES | Pf Dd2 growth
CCC(=O)N1CCc2cc(CNC(=O)Cc3ccc(F)cc3)ccc21 | 76%[activator]
CCn1cc(C(=O)NCCc2ccc(C)cc2)c(=O)c2cc(S(=O)(=O)N3CCc4ccccc4C3)ccc21 | i
Cc1cc(S(=O)(=O)N2CCC(CC(=O)NCc3ccccc3)C2)ccc1F (stereo not given) | -10%
Cc1ccccc1CN1C(=O)c2ccccc2Sc2ccc(C(=O)NCc3cccs3)cc21 | ?
CN(CCCNC1CCC2(CCNCC2)CC1)c1ccccc1 | ?
O=[S+]1([O-])NC2(CCN(CC3CCOCC3)C2)COc2ccncc21 (stereo not given) | 14%
Cc1noc(-c2ccc(N(C)Cc3ccccc3)c([N+](=O)[O-])c2)n1 | 10%

Later entries.
SMILES | Pf Dd2 growth
Cc1nc(SC(C)C(=O)Nc2ccccc2C)cc(-c2ccccc2)n1 (stereo not given) | -22%
CC(C)(C)CN1CCOC[C@H]1c1ncc(-c2ccccc2)[nH]1 | i
CCOC(=O)Cc1ccc(NC(=O)N(C(C)C)C2CCN(C(C)=O)CC2)cc1 | -1%
O=C(Nc1ccc(Cl)cc1Cl)c1c[nH]c2cccnc12 | ?
COc1ccc(NC(=O)c2ccc3c(c2)NC(C)(COc2ccccc2)CO3)cc1OC (stereo not given) | i
O=C(NCc1ccc2c(c1)CCN2C(=O)c1ccc(F)cc1)c1ccc(Br)o1 | 11µM*
O=C(NC1CCCCCC1)C1c2ccccc2C(=O)N1Cc1ccc(F)cc1 (stereo not given) | 15%
CCN(CC)CCCNC(=O)C1CCN(S(C)(=O)=O)CC1 | 26%
CCC1(O)CCC12CCN(C(=O)c1cccnc1)CC2 (stereo not given) | 0%
CCC(CC)NC(=O)[C@@H]1COCC(=O)N1Cc1ccc(OC)cc1OC | -10%
O=C(NCc1cccc(Cl)c1)c1cnc(N2CCCCC2)c2ccccc12 | 9%
Cc1ccc2oc(-c3ccc(C)c(NC(=O)/C=C/c4ccc(Cl)cc4)c3)nc2c1 | -15%
Cc1ccc(OCC(=O)Nc2nnc(S(=O)(=O)N3CCc4ccccc43)s2)cc1 | 2%
COc1cccc(CN2CCCCCCNC(=O)[C@@H]3CCC[C@@H]32)c1 | i
C[C@H](O)C(=O)N1CCc2ccc(S(=O)(=O)NCCOc3ccccc3)cc2C1 | 0%
COc1cccc(CNC(=O)CN2CCCN(Cc3ccccc3)S2(=O)=O)c1 | 17%
CC(CCc1ccccc1)NC(=O)Cn1ccn2nc3c(c2c1=O)CCCC3 (stereo not given) | -18%
O=C(Nc1ccc(Br)cc1F)c1cc2nc(-c3ccco3)cc(C(F)(F)Cl)n2n1 | -1%
N#Cc1cccc(C(=O)NC2CCN(c3cc(-c4ccc(Cl)cc4)[nH]n3)C2)c1 (stereo not given) | -19%
Cc1cccc(-c2ccc3c(c2)C(=O)N2CC[C@H](NC(=O)c4cnccn4)C[C@H]2C(=O)N3)c1C | -27%
Cc1cc(C(=O)N2C[C@@H](CO)[C@H](N(C)C)C2)no1 | 35%
Cc1noc(C)c1[S+](=O)([O-])N1CCn2c(nn(-c3ccc(C(F)(F)F)cc3)c2=O)C1 | ?
Cc1noc([C@@H]2CC(F)(F)CN2C(=O)c2coc(C)n2)n1 | 31%[activator]
Cc1ccc(C(=O)NCc2nnc3ccc(-c4ccc(Cl)cc4)nn23)s1 | i
COc1ccc(OC)c(CCNC(=O)CCCn2c(=O)c3cccn3c3ccc(F)cc32)c1 | -7%
O=C(C1CC1)N1CCOC[C@H](Oc2ccccc2)C1 | -1%[44.1 µM]
CN1C[C@@H](NS(C)(=O)=O)C[C@H]1c1nc(-c2ccncc2)no1 | 9%[44.1 µM]
CC1=NS(=O)(=O)N(Cc2ccccc2)C=C1C(=O)OCc1nc(-c2ccccc2)no1 | -19%
Cc1ccc(-c2c(C(=O)NCc3ccc(F)cc3)oc(=O)c3ccccc23)cc1 | 15%
O=C(C1CC1)N1CCCCC1c1nc(C2CCOCC2)n[nH]1 (stereo not given) | -6%
Cc1ccc(C)c(CSc2ccc3nnc(CCNS(=O)(=O)c4ccccc4)n3n2)c1 | -4%
Cc1ccccc1C(=O)N1C[C@@H](F)C[C@H]1C(=O)N1CCOCC1 | -8%
Cc1ccc(CN(C(=O)COc2ccc(Cl)c(C)c2)c2ccccn2)o1 | 9%
Fc1ccc(-c2noc([C@@H]3CCCN3Cc3ccccc3F)n2)nc1 | i
CN(Cc1ccccc1)Cc1cc(CC2(NC3CCCCC3)COC2)no1 | i
CCNC(=O)N1CCc2cc(OC)c(OC)cc2C1CNC(=O)CC(C)C (stereo not given) | 0%
COc1ccc(N2CCN(c3ncnc4c3cnn4-c3ccc(F)cc3)CC2)cc1 | 46%[activator]
COc1ccc(CN2CC3(CCN(C(=O)c4ccc(OC)cc4OC)CC3)C2=O)cc1 | i
CCOc1ccc(S(=O)(=O)N(CC(=O)Nc2ccc(OC)cc2OC)c2ccccc2)cc1 | -14%
O=C(CSc1ccc(-c2ccccn2)nn1)Nc1ccc(F)cc1F | i
NCc1cccc(-c2cccnc2)c1 | ?
CCN(CC)CCNC(=O)CSc1nc2nc(C)c(Cc3ccccc3)c(C)n2n1 | 0%
O=C1NCN(Cc2ccc(Cl)cc2)C12CCN(Cc1cccc3ccccc13)CC2 | -29%
COc1cccc(CC(=O)N2[C@@H]3CC[C@H]2CC(NC(=O)c2ccncc2)C3)c1 (stereo not given in full) | -1%
COc1ccccc1CNC(=O)C1CCN(Cc2cc3ccccc3n2Cc2cccc(C)c2)CC1 | ?
O=C(Cn1c(=O)nc(-c2ccccc2)c2ccccc21)Nc1ccc(Cl)cc1F | -18%
Cc1ccc(Nc2nc3nonc3nc2Nc2cccc(C(F)(F)F)c2)cc1Cl | 1.1µM*
CC(C)c1noc(CCNC(=O)[C@H]2CNC[C@H](C(=O)N3CCOCC3)C2)n1 | 2%
CCc1ccc(S(=O)(=O)N2CCN(C3CCN(CCC(C)C)C3=O)CC2)cc1 (stereo not given) | ?
Cc1ccc(NC(=O)CN2C(=O)NC3(CCCCC3)C2=O)c(Cl)c1 | 9%
COC(=O)c1ccc2c(c1)nc1n2[C@@H](CNCc2ccc(C(F)(F)F)cc2)COC1 | i
